PG9 binder: small molecules binding HIV-1 gp120 antibody PG9 | 360,000 tested, 0.43% active | inhibition, % at 6.7 µM | TR-FRET gp120-PG9 antibody binding; in the data active = inhibition above about 8.5%
TDP2 inh: TDP2 (human) inhibition, absorbance primary screen | AID 720702 | O95551 | recombinant TDP2, T5PNP hydrolysis, p-nitrophenol absorbance 415 nm | 370,000 tested, 0.34% active | inhibition, % at 12.8 µM;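 active = inhibition above the mean of all tested compounds plus 3 SD, set per campaign, cut at about 25% in these data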;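 also: 0% = DMSO with enzyme and 100% = buffer with substrate but no TDP2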
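Material: recombinant human TDP2; quantity: TDP2 enzyme at 120 nM final; medium: Tris-HCl pH 7.5 with MgCl2; compound: single concentration, 12.8 µM nominal, with 1% DMSO; incubation: 2 h enzyme incubation at 37 °C; signal: epi absorbance; measure: percent inhibition; benchmarks: high control without enzyme, low control DMSO plus TDP2; repeats: singlicate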
TCR-CD3 inh: inhibitors of human TCR-CD3 interaction; TAMRA-labeled TCR probe fluorescence, biochemical; inhibition, % at 9.4 µM; 360,000 tested, 0.37% active; AID 651800; in the data active = inhibition above about 19%;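 also: recombinant mutant TCR 2C K166C tagged with TAMRA read by polarization; 0% = receptor in buffer alone and 100% = receptor with positive control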
HTRA1 inh: blocks human HTRA1 serine peptidase; 340,000 tested, 0.5% active; AID 504803; Q92743; recombinant HTRA1, FP-rhodamine activity-based probe, fluorescence polarization; inhibition, % at 5.96 µM; in the data active = inhibition above about 36%;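 also: 0% = enzyme with DMSO and 100% = wells lacking enzyme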
rCAG RNA binder: binds r(CAG) RNA repeats; r(CAG) RNA repeat, TO-PRO-1 dye displacement fluorescence; inhibition, % at 3 µM; 370,000 tested, 1.3% active;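 active = inhibition above the plate cutoff, the mean of all test compounds on that plate plus 3 SD, cut at about 35% in these data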;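 also: 0% = DMSO alone and 100% = 100 µM mitoxantrone as full dye displacement; higher means more dye released from RNA so lower well fluorescence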
SIAE primary: inhibitors of human sialic acid acetylesterase SIAE; SIAE FP-Rh probe binding, fluorescence polarization; Q9HAT2; 370,000 tested, 0.69% active; inhibition, % at 9.66 µM;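 active = inhibition above a cutoff: mean of compounds within the control limits plus 3 SD of those, cut at about 17% in these data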;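 also: 0% = plate median of compound wells and 100% = probe without SIAE protein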
Rev-erbA mod: Rev-erb alpha (human) modulation | P20393 | Rev-erbα–FITC-DNA binding, fluorescence polarization, 90 min | activity, % at 10 µM | 370,000 tested, 0.79% active | AID 1259318;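 active = activity above about 14%, limit read from the data; passing the limit was not always enough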;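 also: 0% = DMSO wells with 35 nM protein and 100% = DMSO wells with 750 nM protein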
Target sequence (P20393 whole entry, looked up): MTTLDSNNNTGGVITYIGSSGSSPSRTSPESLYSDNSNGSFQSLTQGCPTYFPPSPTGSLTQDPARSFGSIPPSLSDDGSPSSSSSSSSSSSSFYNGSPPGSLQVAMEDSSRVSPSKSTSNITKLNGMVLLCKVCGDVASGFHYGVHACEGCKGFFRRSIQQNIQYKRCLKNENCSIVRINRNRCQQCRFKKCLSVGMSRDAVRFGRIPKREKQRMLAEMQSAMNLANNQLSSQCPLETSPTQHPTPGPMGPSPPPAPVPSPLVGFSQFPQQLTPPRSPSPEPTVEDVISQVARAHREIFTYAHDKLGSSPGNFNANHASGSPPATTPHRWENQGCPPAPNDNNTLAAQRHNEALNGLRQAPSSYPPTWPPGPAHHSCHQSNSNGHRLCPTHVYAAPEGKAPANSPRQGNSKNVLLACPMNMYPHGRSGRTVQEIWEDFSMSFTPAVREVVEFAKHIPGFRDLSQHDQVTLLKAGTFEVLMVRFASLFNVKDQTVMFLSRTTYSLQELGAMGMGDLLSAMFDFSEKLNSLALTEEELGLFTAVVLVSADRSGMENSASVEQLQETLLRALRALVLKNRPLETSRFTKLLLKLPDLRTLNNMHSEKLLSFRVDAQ
mABHD4 FP: ABHD4 (mouse) inhibition, primary FP screen; Q8VD66; purified mABHD4, FP-Rh probe fluorescence polarization; inhibition, % at 8.92 µM; 370,000 tested, 0.54% active;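 active = inhibition exceeding the mean over every tested compound plus 3 SD, cut at about 30% in these data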;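 also: 0% = plate median of compound wells and 100% = S159A mutant with DMSO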
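Test system: mouse ABHD4 enzyme, wild type. Reagent: FP-Rh fluorescent activity-based probe, added after compound pre-incubation. Timing: pre-incubation 45 min, probe exposure 60 min, at 25 °C. Technique: FP readout, ex 525 nm / em 598 nm. Benchmarks: high control S159A mutant with DMSO, low control median of compound wells.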
LEDGF integ inh: blocks HIV-1 LEDGF/p75-dependent DNA integration. TR-FRET IN-LEDGF/p75 DNA integration, Eu/Cy5. 370,000 tested, 0.64% active. AID 743269. inhibition, % at 3.7 µM;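 active = inhibition above the screen-wide mean plus 3 SD, cut at about 13% in these data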;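 also: signal is the Cy5 over europium emission ratio at 671 and 618 nm; 0% = plate median of compound wells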
PRMT1 FP inh: inhibitors of human PRMT1; inhibition, % at 2.79 µM; AID 652257; recombinant PRMT1, activity-based probe fluorescence polarization; 370,000 tested, 1.3% active; Q99873;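 active = inhibition above about 21% made by adding two undisclosed values, limit read from the data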
Target sequence (Q99873 whole entry, looked up): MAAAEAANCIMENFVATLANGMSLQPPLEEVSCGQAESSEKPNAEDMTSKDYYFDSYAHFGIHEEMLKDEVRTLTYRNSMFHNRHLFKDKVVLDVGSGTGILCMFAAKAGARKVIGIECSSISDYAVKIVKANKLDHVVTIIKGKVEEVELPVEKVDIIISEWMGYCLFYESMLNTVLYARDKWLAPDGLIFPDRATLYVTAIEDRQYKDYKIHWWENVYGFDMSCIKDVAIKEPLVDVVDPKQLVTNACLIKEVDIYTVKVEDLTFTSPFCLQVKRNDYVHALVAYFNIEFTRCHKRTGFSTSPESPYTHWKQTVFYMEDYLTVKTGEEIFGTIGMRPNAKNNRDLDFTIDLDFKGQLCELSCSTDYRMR
Starred values were filed as active, the others as inactive; x = no result given. An excerpt; rates above refer to the full screens.

SMILES	PG9 binder	TDP2 inh	TCR-CD3 inh	HTRA1 inh	rCAG RNA binder	SIAE primary	Rev-erbA mod	mABHD4 FP	LEDGF integ inh	PRMT1 FP inh
O=S(=O)(Cc1ccc(Cl)cc1)c1ccccc1-c1nnc(-c2ccc(Cl)cc2)o1	-2.1	-9	6	-10	1	-2	1	-1	6	0
O=C(CN1CCN(c2ccc(F)cc2)CC1)Nc1nccs1	-0.5	-7	-6	5	2	-6	2	0	-3	5
COCCNC(=O)C(c1ccc(F)cc1)N(C(=O)CCC(=O)Nc1ccccn1)c1ccc(C)cc1 (stereo unspecified)	-1.4	-13	0	5	-11	-1	1	-1	1	-2
Cc1ccc(Nc2nc(N)c([N+](=O)[O-])c(NCCO)n2)cc1C	0.6	-12	-3	-5	4	-4	0	5	-8	4
CCOC(=O)C1=C(Nc2ccccc2)CC(C)(O)C(C(=O)OCC)C1c1ccc(Br)cc1 (stereo unspecified)	-0.4	0	-2	0	-5	2	1	-6	-2	1
CC(=O)c1ccc(N2CCN(C(=O)C3CCCN(S(=O)(=O)c4cnc[nH]4)C3)CC2)cc1 (stereo unspecified)	-2.1	-15	3	0	-3	-6	2	-6	-1	-3
O=C(O)C1CSC(c2ccco2)N1 (stereo unspecified)	-0.9	0	21*	11	21	7	-21	15	48*	27*
CC1(C)C2CCC1(CS(=O)(=O)Nc1ccc(S(=O)(=O)NC3CCCCC3)cc1)C(=O)C2 (stereo unspecified)	-1.2	1	-1	-7	5	-3	5	0	4	2
CC(CCc1ccccc1)NC(=O)COC(=O)c1cccn1C (stereo unspecified)	0.8	2	-5	2	0	2	-7	0	-1	-3
CC(C)CN(C(=O)CN1C(=O)C2CCCCC2C1=O)c1c(N)n(Cc2ccccc2)c(=O)[nH]c1=O (stereo unspecified)	-2.7	2	-10	0	-1	1	-3	0	-1	-1
CC(=O)C1CCCN(C(=O)c2ccc3nc(Cc4cccc(Cl)c4)oc3c2)C1 (stereo unspecified)	-1.9	4	9	2	-9	8	-2	0	-1	-2
CN1C(=O)N(C)C(c2cccc([N+](=O)[O-])c2)C2=C1CCCC2=O (stereo unspecified)	-0.7	13	4	-2	-1	5	0	-4	-4	-4
CC(=O)Nc1cc(-c2ccc(C(=O)N3CCOCC3)cc2)cn2c(-c3ccccc3)cnc12	-0.5	-8	6	x	7	-7	-6	2	-1	-1
Nc1cc2c(cc1N)-c1ccccc1C2	-3.0	-3	6	12	10	6	-4	15	-6	0
COc1cc(/C=C/C(=O)OCC(=O)NC(=O)NC2CCCCC2)ccc1OC(F)F	-0.8	-10	-2	-2	-2	5	-3	-2	4	-3
COc1ccc(S(=O)(=O)N2CCN(Cc3c[nH]c4ccccc34)CC2)cc1	0.6	-7	4	6	4	-1	1	-8	9	-2
O=C(N/C(=C/c1cccs1)C(=O)N1CCOCC1)c1ccccc1	-1.2	4	8	5	-4	2	-9	-7	4	0
Cc1cc(NC(=O)c2ccc(OCC3CCCO3)cc2)ccc1Br (stereo unspecified)	-0.5	-3	-10	-11	2	7	6	-5	-2	2
O=C1NC(=S)SC1=C1CCCCCC1	0.5	5	5	-5	9	3	1	-4	5	32*
O=C(CN1C(=O)CSc2cc(S(=O)(=O)N3CCCCCC3)ccc21)NCCc1ccccc1	-1.3	4	0	-18	1	-5	-7	-8	1	2
CCn1c(CN2CCCCCC2=O)nnc1SCc1cnc(-c2ccccc2)s1	0.4	6	-4	-7	-8	-2	1	-2	-3	4
COc1ccc(OC)c(NC(=O)CN2C(=O)C(C)N(c3ccc(C)cc3)C2=O)c1 (stereo unspecified)	1.6	-3	-3	-5	2	3	4	0	-6	2
Cc1ccc(NC(=O)c2ccc(C)c(S(=O)(=O)N3CCOCC3)c2)nc1	0.0	-2	6	-1	0	2	0	1	-1	-2
COC(=O)CN(c1nc(C)cc(OC)n1)S(=O)(=O)c1ccccc1	-0.8	-5	8	-2	-8	-1	2	3	0	-3
CC1(C)CC(=O)C=C(Nc2ccccc2NC(=O)c2cc(F)cc(F)c2)C1	x	-3	x	x	0	7	-1	-3	0	-5
Cc1cccc(C)c1N1CCN(S(=O)(=O)N(C)C)CC1	0.1	3	8	10	-3	5	-2	3	-2	4
COc1ccc(S(=O)(=O)N(C)C[C@@H]2OCc3cn(nn3)CCCC(=O)N([C@@H](C)CO)C[C@H]2C)cc1	0.0	-2	-2	0	1	-11	1	2	4	-1
O=C(CSc1nnc(CNC(=O)c2c(F)cccc2Cl)o1)NCCc1ccccc1	-2.8	-4	-5	2	-3	7	1	6	-1	3
CCn1c(SCC(=O)Nc2ccccc2C(=O)OC)nnc1-c1ccc(N)cc1	0.7	-1	8	5	-2	6	-2	6	0	-1
COC(=O)C1=C(C)NC(=S)N(C(C)=O)C1c1ccccc1 (stereo unspecified)	-0.3	3	-6	2	0	5	-2	-1	0	0
CCCOc1ccc(S(=O)(=O)Nc2ccccn2)c2ccccc12	-0.3	-6	-4	-5	7	-7	15	-11	4	-4
CCC1(CC)NC(=O)N(CC(=O)OCC(=O)NC(=O)c2ccccc2OC)C1=O	1.2	-13	-7	-12	-3	-3	1	-2	-8	3
CCN1C(=O)[C@@H]2[C@H](C1=O)[C@@H]1C(=O)Nc3ccccc3C(=O)N1[C@@H]2c1ccc(Br)cc1	-1.9	2	8	1	-6	7	3	1	-2	-3
CC(/C=C/c1cccc([N+](=O)[O-])c1)=N/NC(=O)c1cccnc1	-3.0	-3	3	1	1	7	-2	4	3	1
COc1ccc(C(O)c2nc(-c3cccc(F)c3)cs2)cc1 (stereo unspecified)	-1.1	-5	-4	x	0	5	6	-22	6	-2
Cc1ccc(NC2CCCN(C(=O)CCn3nccc3C)C2)cc1C (stereo unspecified)	0.9	11	1	6	-10	2	-4	7	-2	1
CC1Oc2ccccc2N(CC(=O)NCc2ccccc2)C1=O (stereo unspecified)	1.1	-4	4	-6	0	0	1	-3	-1	0
NS(=O)(=O)c1ccc(CCNC(=O)C(=O)NCC2OCCN2S(=O)(=O)c2cc(F)ccc2F)cc1 (stereo unspecified)	-1.4	5	-7	3	10	0	1	-3	-3	4
O=C(CSc1nnc(COc2ccc3c(c2)CCCC3)o1)Nc1ccc(F)cc1	0.6	-4	-1	-1	-3	-4	-2	1	-1	1
CCOC(=O)c1c2n(c3c(NCc4ccccc4)ncnc13)CCCC2	-0.5	11	-6	-10	-6	-2	-5	0	0	7

A run of entries from further up, for reference:
SMILES	PG9 binder	TDP2 inh	TCR-CD3 inh	HTRA1 inh	rCAG RNA binder	SIAE primary	Rev-erbA mod	mABHD4 FP	LEDGF integ inh	PRMT1 FP inh
CCn1c(SCC(=O)Nc2ccccc2C(=O)OC)nnc1-c1ccc(N)cc1	0.7	-1	8	5	-2	6	-2	6	0	-1
COC(=O)C1=C(C)NC(=S)N(C(C)=O)C1c1ccccc1 (stereo unspecified)	-0.3	3	-6	2	0	5	-2	-1	0	0
CCCOc1ccc(S(=O)(=O)Nc2ccccn2)c2ccccc12	-0.3	-6	-4	-5	7	-7	15	-11	4	-4
CCC1(CC)NC(=O)N(CC(=O)OCC(=O)NC(=O)c2ccccc2OC)C1=O	1.2	-13	-7	-12	-3	-3	1	-2	-8	3
CCN1C(=O)[C@@H]2[C@H](C1=O)[C@@H]1C(=O)Nc3ccccc3C(=O)N1[C@@H]2c1ccc(Br)cc1	-1.9	2	8	1	-6	7	3	1	-2	-3
CC(/C=C/c1cccc([N+](=O)[O-])c1)=N/NC(=O)c1cccnc1	-3.0	-3	3	1	1	7	-2	4	3	1
COc1ccc(C(O)c2nc(-c3cccc(F)c3)cs2)cc1 (stereo unspecified)	-1.1	-5	-4	x	0	5	6	-22	6	-2
Cc1ccc(NC2CCCN(C(=O)CCn3nccc3C)C2)cc1C (stereo unspecified)	0.9	11	1	6	-10	2	-4	7	-2	1
CC1Oc2ccccc2N(CC(=O)NCc2ccccc2)C1=O (stereo unspecified)	1.1	-4	4	-6	0	0	1	-3	-1	0
NS(=O)(=O)c1ccc(CCNC(=O)C(=O)NCC2OCCN2S(=O)(=O)c2cc(F)ccc2F)cc1 (stereo unspecified)	-1.4	5	-7	3	10	0	1	-3	-3	4
O=C(CSc1nnc(COc2ccc3c(c2)CCCC3)o1)Nc1ccc(F)cc1	0.6	-4	-1	-1	-3	-4	-2	1	-1	1
CCOC(=O)c1c2n(c3c(NCc4ccccc4)ncnc13)CCCC2	-0.5	11	-6	-10	-6	-2	-5	0	0	7

Further results follow:
SMILES	PG9 binder	TDP2 inh	TCR-CD3 inh	HTRA1 inh	rCAG RNA binder	SIAE primary	Rev-erbA mod	mABHD4 FP	LEDGF integ inh	PRMT1 FP inh
O=C1N/C(=N/O)S/C1=C/c1cccnc1	-3.2	-9	2	5	1	-2	4	0	-3	1
CCOC(=O)Cn1nc(C)c(NC(=O)COc2ccc(C)c(C)c2)c1C	-0.3	-6	-4	5	-4	-5	-4	-4	2	-2
CC(NC(=O)c1ccc(F)cc1)C1CC2CCC1C2 (stereo unspecified)	1.1	-1	-7	-2	-2	-5	2	-2	-4	1
CC(C)/C=C/C(=O)N1CCC(N2CCC(C(=O)NCC3CCCO3)CC2)CC1 (stereo unspecified)	-0.2	7	3	4	2	-2	-7	-4	3	-3
Cc1ccc(C)c(S(=O)(=O)NC(Cc2c[nH]c3ccccc23)C(=O)O)c1 (stereo unspecified)	-3.0	-1	4	2	6	0	-2	3	-9	-3
O=C(O)CC(c1ccc(C(F)(F)F)cc1)N1Cc2ccccc2C1=O (stereo unspecified)	-1.4	0	-2	-6	2	7	1	3	4	-4
Cc1ccc(/C=N/NC(=O)c2ccc(-c3ccccc3)cc2)o1	0.2	-6	-12	-28	4	-4	2	-6	-4	3
O=C(Nn1cnnc1)c1cc2c(s1)CCCC2	-2.1	-3	4	-9	9	3	-5	6	1	0
O=S1(=O)N[C@H](Cc2ccccc2)COc2cc(Br)ccc21	0.3	-4	-8	x	5	-3	-6	-14	-3	1
CN(C(=O)COC(=O)c1sc2ccccc2c1Cl)C1CCCCC1	-0.1	9	2	-30	-2	-5	3	-6	3	-4
COc1ccccc1N1CCN(C(=O)c2ccccc2NC(=O)C2CCCCC2C(=O)O)CC1 (stereo unspecified)	-1.4	-5	-1	0	2	9	-3	-7	6	0
O=C(O)COc1ccccc1/C=N/NC(=O)CNC(=O)c1ccc(F)cc1	-1.1	-2	8	-4	2	-2	0	2	5	0
